GLP-1R agonist: GLP-1 receptor (human) agonism. HEK293 GLP-1R CRE-luciferase, luminescence, 4-6 h; cells express a hypersensitive GLP-1R form. Potency, µM (series often up to 45.6 µM), for inactives: top-dose activation, most hits filed as activators. 380,000 tested, 0.007% active; also: potency is read from the fitted curve at half-maximal effect; % of control where 0% means no effect
D3 antag: blocks the human D3 dopamine receptor; 360,000 tested, 2.5% active; D3R cells, DiscoveRx beta-arrestin luminescence, antagonist mode; hits give low values; max response, negative = inhibition, %; in the data active = max response below about -50%; inconclusive = no clear call, values can overlap the other calls; also: % is scaled to controls: 0 for no effect and ±100 for the full control effect; mostly tested at two doses, the higher about 12 µM
Target sequence (P35462 whole entry, looked up): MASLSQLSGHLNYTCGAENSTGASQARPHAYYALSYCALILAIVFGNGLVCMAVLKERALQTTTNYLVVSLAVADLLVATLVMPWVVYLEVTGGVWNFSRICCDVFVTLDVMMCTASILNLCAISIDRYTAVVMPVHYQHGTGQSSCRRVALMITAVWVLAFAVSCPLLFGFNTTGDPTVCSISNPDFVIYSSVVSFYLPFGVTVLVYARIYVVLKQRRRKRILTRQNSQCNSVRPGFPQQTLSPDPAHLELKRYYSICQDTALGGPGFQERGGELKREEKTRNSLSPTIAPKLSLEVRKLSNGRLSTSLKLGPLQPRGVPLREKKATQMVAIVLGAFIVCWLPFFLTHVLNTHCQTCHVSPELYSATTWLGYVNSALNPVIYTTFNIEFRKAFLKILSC
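Cells expressing the human receptor were seeded at 1500 cells/well, incubated overnight at 37 degrees C in 5% CO2, then exposed to library compounds with dopamine controls for 90 minutes at 37 degrees C before luminescent detection.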
PTHR1 agonist: agonists of human PTHR1 parathyroid hormone receptor | 410,000 tested, 0.075% active | Potency, µM (highest dose often 115 µM), for the others: at the highest dose activation, usual class: activators | AID 743266 | HEK293 GP2 PTHR1 cells, GloSensor cAMP luminescence, 1 h; also: potency is read from the fitted curve at half-maximal effect; nearly all actives have a fitted effect of over 55% in size; some results filed as inactive show a strong effect at the top dose; inactives centre near -15; many of its hits are not listed in these tables
Target sequence (Q03431 whole entry, looked up): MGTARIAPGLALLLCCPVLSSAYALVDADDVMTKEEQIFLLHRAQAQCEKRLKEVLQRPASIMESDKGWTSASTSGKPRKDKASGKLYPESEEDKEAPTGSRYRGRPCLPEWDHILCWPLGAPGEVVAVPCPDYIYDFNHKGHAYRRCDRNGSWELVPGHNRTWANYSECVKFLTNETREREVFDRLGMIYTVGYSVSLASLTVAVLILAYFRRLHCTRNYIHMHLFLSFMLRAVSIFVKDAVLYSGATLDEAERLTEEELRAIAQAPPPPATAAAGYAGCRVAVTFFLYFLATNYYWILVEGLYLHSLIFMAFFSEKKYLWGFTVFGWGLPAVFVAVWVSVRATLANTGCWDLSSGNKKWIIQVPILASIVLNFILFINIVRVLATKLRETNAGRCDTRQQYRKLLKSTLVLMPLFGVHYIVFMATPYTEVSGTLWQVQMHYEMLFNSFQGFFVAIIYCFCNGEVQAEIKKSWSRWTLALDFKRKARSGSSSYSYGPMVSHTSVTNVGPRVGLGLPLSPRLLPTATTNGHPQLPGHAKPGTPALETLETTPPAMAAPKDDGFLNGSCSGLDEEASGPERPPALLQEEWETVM
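HEK-293-derived GP2 cells expressing PTHR1 and a GloSensor cAMP reporter, 3,000/well, plated overnight, given luciferin plus IBMX (each 0.5 mM as added) for 1 h at 37 °C, then compound for 1 h at 37 °C. Luminescence was read after 15 min at room temperature.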
FUS yeast rescue: suppressors of FUS proteinopathy in yeast | 390,000 tested, 0.24% active | AID 1347120 | Potency, µM (series often up to 76.6 µM), for the others: top-dose growth rescue (activation), most hits filed as activators | S. cerevisiae FUS-expressing, growth rescue, OD600, 24 h;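 also: potency is read from the fitted curve at half-maximal effect; plate controls were DMSO vehicle for no effect and reference control for full effect; nearly all actives have a fitted effect of over 55% in size; some results filed as inactive show a strong effect at the top dose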
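Read-out: OD at 600 nm after 24hr at 30C, reporting rescue of FUS-induced yeast toxicity. Cells at OD 0.005 in galactose (2%) minimal medium; compounds tested in a dilution series; CP55940 titration from 92uM final as control.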
aSyn rescue: inhibitors of alpha-synuclein toxicity in yeast | Yeast expressing alpha-synuclein, growth rescue, BacTiter-Glo, 24 h | Potency, µM (top dose mostly 46.1 µM), inactives show at the highest dose growth rescue (activation), actives largely listed as activators | 370,000 tested, 0.14% active | AID 652106; also: potency is read from the fitted curve at half-maximal effect; % of control where 0% means no effect; nearly all actives have a fitted effect of over 65% in size
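Rescue of yeast growth: cells expressing toxic alpha-synuclein, induced in galactose at OD600 0.02, incubated with compound 24 h at 30 C. ATP luminescence quantified growth; inhibitors of toxicity appear as activators.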
Abeta yeast res: compounds reversing amyloid beta toxicity in yeast | yeast expressing A-beta42, growth rescue, OD600, 48 h; response scale: 0% DMSO, 100% iron-clioquinol control | Potency, µM (doses to about 46.1 µM), without a hit: top-dose growth rescue, most hits filed as activators | 410,000 tested, 0.063% active | AID 1347071; also: potency is read from the fitted curve at half-maximal effect; nearly all actives have a fitted effect of over 55% in size
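Growth rescue measured by 600 nm absorbance after 48 h yeast culture at 30 C with compound. Values normalized between DMSO and an equimolar ferric chloride plus clioquinol control.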
pAkt inh: inhibitors of Akt phosphorylation. Neuro2A IGF-stimulated pAkt S473 HTRF, 20 min; hits give low values. AID 651550. 360,000 tested, 0.32% active. activity change, % for hits at 50 µM; in the data active = activity change below about -80%; inconclusive = mostly about -51% to -80%; also: % is scaled to controls: 0 for no effect and ±100 for the full control effect
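Neuro2A cells in DMEM with 0.5% FBS, overnight at 37 deg C, given compound at single 50 µM final, then IGF (6 nM final) for 20 min at 37 deg C. Lysed; phospho-Akt Ser473 by HTRF after 24 h, 665/615 ratio.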
GLP1R inv ag: acts as inverse agonist at human GLP-1 receptor; AID 624417; P43220; HEK293 GLP-1R CRE-luciferase, luminescence, 24 h; GLP-1R form is constitutively active; 410,000 tested, 1.6% active; Potency, µM (highest dose often 38.3 µM), without a hit: at the highest dose activity change, negative = inhibition, usual class: inhibitors; also: potency is read from the fitted curve at half-maximal effect; % is scaled to controls: 0 for no effect and ±100 for the full control effect; nearly all actives have a fitted effect of over 55% in size
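HEK293 cells stably co-expressing a cAMP-responsive luciferase reporter and constitutively active GLP-1R were seeded, incubated 12 h, then exposed to compounds for 24 h at 37 C. Luminescence was read 12 min after detection reagent; inverse agonists lower signal.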
TDP-43 yeast inh: rescues yeast growth from TDP-43 toxicity; TDP-43 expressing yeast growth rescue, BacTiter-Glo, 24 h; Potency, µM (top dose mostly 46.1 µM), inactives show at the highest dose growth rescue (activation), usual class: activators; 410,000 tested, 1.8% active; AID 652104; also: potency is read from the fitted curve at half-maximal effect; % of control where 0% means no effect; nearly all actives have a fitted effect of over 50% in size
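In this qHTS, compounds that restore growth of yeast expressing TDP-43 appear as activators. Cells (OD600=0.02, galactose medium, raffinose-pregrown) are incubated with compound 24 hr at 30 deg C and growth is quantified by BacTiter-Glo.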
Numbers without * were called inactive; i = inactive; ? = inconclusive; . = not tested or not shown; [ ] = remark or other dose. Unless noted, calls follow the shape of the dose curve; as a rule, active = well fitted curve in the direction sought with a large enough effect; inconclusive = small, poorly fitted or top-dose-only effect, or another doubt; inactive = no such curve, though single readings can be large; an effect the other way counts as inactive or inconclusive.

1	COc1ccc(NC(=O)c2cccnc2)c([N+](=O)[O-])c1
2	Cc1ccc(CNC(=O)c2cnc(N(C)C)nc2)cc1
3	O=C(COc1cccnc1[N+](=O)[O-])Nc1c(Cl)cccc1Cl
4	Cc1ccc(NC(=S)N2CCN(C(=O)C3CCCO3)CC2)c(C)c1 (stereo not given)
5	O=C(N1CCOCC1)N1[C@H](COCc2ccccc2)C=CS1(=O)=O

Screen / compound no.,1,2,3,4,5
GLP-1R agonist,-2%,.,24%,-12%,-1%
D3 antag,-18,.,-8,-5,8
PTHR1 agonist,13%,i,-14%,0%[57.5 µM],?
FUS yeast rescue,5%,-18%,-9%,4%,-4%
aSyn rescue,-1%,.,1%,2%,0%
Abeta yeast res,-14%,-5%,-6%,9%,-9%
pAkt inh,i,.,i,i,i
GLP1R inv ag,-23%,-7%,15%,-7%,-27%
TDP-43 yeast inh,0%,25%,-6%,-4%,-7%

6	O=C(NCc1cccnc1)c1cccc(-c2cc3ccccc3oc2=O)c1
7	COc1cc(C2c3c(oc4c(C)cc(C)cc4c3=O)C(=O)N2Cc2cccnc2)ccc1O (stereo not given)
8	NS(=O)(=O)c1ccc(CCNC(=O)c2cccc(OC(F)F)c2)cc1
9	COc1cc(NC(=O)[C@H]2O[C@@H](n3ccc(N)nc3=O)[C@H](O)[C@@H]2O)cc(OC)c1OC
10	Cc1ccc2nc(C(Cl)(Cl)Cl)nc(N/N=C/c3ccncc3)c2c1

Screen / compound no.,6,7,8,9,10
GLP-1R agonist,17%,0%,8%,10%,7%
D3 antag,6,-19,-4,5,-9
PTHR1 agonist,-5%,-18%,?,-22%,-2%
FUS yeast rescue,-2%,7%,-10%,-14%,-3%
aSyn rescue,3%,-2%,-1%,-1%,-8%
Abeta yeast res,-6%,-4%,6%,2%,-13%
pAkt inh,i,i,i,i,i
GLP1R inv ag,7%,17%,13%,17%,4%
TDP-43 yeast inh,-9%,2%,6%,0%,-10%

11	CCOc1ccc(S(=O)(=O)N(CC)CC(=O)N2CCOCC2)cc1C
12	O=C(c1ccccc1F)N1CCC2CC1c1cc(-c3ccc4c(c3)OCO4)ccc12 (stereo not given)
13	O=C(NCCc1ccc(C(F)(F)F)cc1)c1ccc2c(c1)OCO2
14	Nc1nnc(SCc2coc(-c3ccc(Cl)cc3)n2)s1
15	O=C(Nc1ccccc1C(=O)N1CCCCCC1)c1ccc(F)cc1

Screen / compound no.,11,12,13,14,15
GLP-1R agonist,12%,16%,0%,0%,-5%
D3 antag,2,21,8,6,9
PTHR1 agonist,i,8%,-43%[inhibitor],-21%,i
FUS yeast rescue,-23%,?,-21%,21%,2%
aSyn rescue,13%,?,4%,16%,6%
Abeta yeast res,23%,-2%,8%,12%,8%
pAkt inh,i,i,i,i,i
GLP1R inv ag,-27%,?,-53%,27%,-22%
TDP-43 yeast inh,12%,26%,15%,10%,18%

16	Cc1c(Cl)cccc1-n1cnc(=O)c2ccccc21
17	O=C1c2cnc3ncnn3c2CC2c3ccccc3CCN12 (stereo not given)
18	Nc1ccc(C(=O)O)cc1S(=O)(=O)O
19	CN(C)CCCNc1c2c(nc3cc(-c4cccc(F)c4)nn13)CCC2
20	Fc1ccc(OCc2nnc(-c3ccccc3Br)o2)c(Cl)c1

Screen / compound no.,16,17,18,19,20
GLP-1R agonist,0%,13%,8%,-6%,27%
D3 antag,-6,-17,13,7,19
PTHR1 agonist,i,i,-5%,i,-12%
FUS yeast rescue,16%,-4%,-26%,-17%,-24%
aSyn rescue,13%,-9%,-1%,0%,-8%
Abeta yeast res,12%,3%,11%,-1%,6%
pAkt inh,i,i,i,i,i
GLP1R inv ag,?,17%,15%,2%,?
TDP-43 yeast inh,16%,-16%,-8%,15%,13%

21	COc1ccccc1Cn1c(=S)[nH]c2cc(C(=O)NCCN(C)C)ccc2c1=O
22	Cc1cccc(CSC2=NCCN2C(=O)C2CC2)c1
23	CC1=C(C(=O)OCC(C)C)C(c2cc3c(cc2Br)OCO3)NC(=O)N1C (stereo not given)
24	COC(=O)C1=C(C)N(CCc2ccccc2)C(=O)C1
25	Cc1cc(=O)n2c(n1)NC(=NCc1ccccc1)NC2c1ccccc1 (stereo not given)

Screen / compound no.,21,22,23,24,25
GLP-1R agonist,1%,28%,0%,-7%,4%
D3 antag,-11,-4,12,0,-10
PTHR1 agonist,?,3%,i,-23%[57.5 µM],i
FUS yeast rescue,24%,14%,?,9%,9%
aSyn rescue,1%,-4%,10%,1%,0%
Abeta yeast res,4%,6%,-9%,11%,-4%
pAkt inh,i,i,i,i,i
GLP1R inv ag,?,8%,?,0%,-18%
TDP-43 yeast inh,-16%,-19%,?,6%,9%

26	CS(=O)(=O)N1CCCC(C(=O)NCCc2ccc(Cl)cc2)C1 (stereo not given)
27	COc1ccc(CCNC(=O)COc2cccc(-n3cnnn3)c2)cc1
28	c1ccc2c(c1)NCCS2
29	COc1ccccc1NC(=O)CCn1c(=S)oc2ccccc21
30	Cc1ccccc1C(=O)N(Cc1sccc1C)C1CCS(=O)(=O)C1 (stereo not given)

Screen / compound no.,26,27,28,29,30
GLP-1R agonist,3%,-5%,0%,8%,.
D3 antag,8,2,7,2,.
PTHR1 agonist,i,i,-20%,i,i
FUS yeast rescue,5%,10%,21%,13%,-18%
aSyn rescue,-10%,-1%,0%,0%,.
Abeta yeast res,-24%,5%,-15%,8%,-10%
pAkt inh,i,i,i,i,.
GLP1R inv ag,2%,6%,?,-27%,-5%
TDP-43 yeast inh,-19%,9%,-17%,22%,?

31	CCn1ccc(C(=O)Nc2ccccc2SC)n1
32	O=C(ON=C1CCN(S(=O)(=O)c2ccccc2)CC1)c1ccccc1
33	CC(C)CN(C(=O)COC(=O)c1cncc(Br)c1)c1c(N)n(Cc2ccccc2)c(=O)[nH]c1=O
34	Cn1nc(C(F)(F)F)c(C(=O)Nc2ccc(F)cc2)c1Cl
35	CCOC(=O)Cc1csc(NC(=S)NC(=O)c2cc(OC)c(OC)c(OC)c2)n1

Screen / compound no.,31,32,33,34,35
GLP-1R agonist,17%,0%,-6%,8%,8%
D3 antag,-7,7,0,-10,-5
PTHR1 agonist,4%,i,3%,i,i
FUS yeast rescue,-6%,9%,.,-4%,-5%
aSyn rescue,-1%,1%,0%,-1%,-4%
Abeta yeast res,-2%,-27%,-5%,-5%,22%
pAkt inh,i,i,i,i,i
GLP1R inv ag,15%,0%,0%,-5%[7.66 µM],-6%
TDP-43 yeast inh,-10%[0.397 µM],20µM*,-12%,1%[9.22 µM],13%

36	COc1ccc2c(c1)c(C(=O)CN1CCC(C(N)=O)CC1)c(C)n2C
37	CC(=O)Nc1ccc(S(=O)(=O)N2CCN(c3ccccc3)CC2)cc1
38	CC1(C)C2CC=C(/C=N/n3cnnc3)C1C2 (stereo not given)
39	O=C1CC[C@@H]2CC3(C[C@@H]4CCN1[C@H]24)Nc1ccccc1NC3=NC1CCCCC1 (stereo not given in full)
40	CCC(C)(C)n1c(=O)[nH]c2c(c1=O)CCC2
41	CC1CN(C(=O)c2ccc(CNS(=O)(=O)c3cccc(Cl)c3)cc2)CC(C)O1 (stereo not given)
42	Cn1cnc([N+](=O)[O-])c1S(=O)(=O)Oc1cccc2ccccc12
43	CCOC(=O)c1c(-c2ccc(OC)cc2)csc1NC(=O)CSc1ccccc1

Screen / compound no.,36,37,38,39,40,41,42,43
GLP-1R agonist,-2%,-7%,0%,9%,-5%,-3%,-11%,0%
D3 antag,-16,.,4,?,-19,-11,-97*,17
PTHR1 agonist,-5%[57.5 µM],-17%,-12%[57.5 µM],-4%,-3%,-65%[inhibitor],-9%,-1%[57.5 µM]
FUS yeast rescue,-14%,-9%,-6%,-13%,-5%,.,14%,-11%
aSyn rescue,3%,-8%,0%,-3%,-4%,-3%,-47%[inhibitor],-1%
Abeta yeast res,-2%,-18%,12%,-10%,2%,-14%,-74%[inhibitor],4%
pAkt inh,i,.,i,i,i,i,i,i
GLP1R inv ag,12%,5%,-8%,15%,17%,21%,?,4.5µM*
TDP-43 yeast inh,-1%,28%,9%,8%,2%,9%,?,1%

Structural class, the compounds so far with fluorine
8	NS(=O)(=O)c1ccc(CCNC(=O)c2cccc(OC(F)F)c2)cc1
12	O=C(c1ccccc1F)N1CCC2CC1c1cc(-c3ccc4c(c3)OCO4)ccc12 (stereo not given)
13	O=C(NCCc1ccc(C(F)(F)F)cc1)c1ccc2c(c1)OCO2
15	O=C(Nc1ccccc1C(=O)N1CCCCCC1)c1ccc(F)cc1
19	CN(C)CCCNc1c2c(nc3cc(-c4cccc(F)c4)nn13)CCC2
20	Fc1ccc(OCc2nnc(-c3ccccc3Br)o2)c(Cl)c1
34	Cn1nc(C(F)(F)F)c(C(=O)Nc2ccc(F)cc2)c1Cl

Screen / compound no.,8,12,13,15,19,20,34
GLP-1R agonist,8%,16%,0%,-5%,-6%,27%,8%
D3 antag,-4,21,8,9,7,19,-10
PTHR1 agonist,?,8%,-43%[inhibitor],i,i,-12%,i
FUS yeast rescue,-10%,?,-21%,2%,-17%,-24%,-4%
aSyn rescue,-1%,?,4%,6%,0%,-8%,-1%
Abeta yeast res,6%,-2%,8%,8%,-1%,6%,-5%
pAkt inh,i,i,i,i,i,i,i
GLP1R inv ag,13%,?,-53%,-22%,2%,?,-5%[7.66 µM]
TDP-43 yeast inh,6%,26%,15%,18%,15%,13%,1%[9.22 µM]

This is a subset; rates above refer to the full screens.
